Screening data from PubChem BioAssay.
KDM5B inhibitor: inhibitors of human KDM5B histone demethylase; Q9UGL1; KDM5B demethylase, FDH-coupled NADH fluorescence (FDH is formaldehyde dehydrogenase); Potency, µM (highest dose often 57.7 µM), without a hit: at the highest dose activity change, negative = inhibition, actives largely listed as inhibitors; 2.6% of 220,000 active; AID 1347165; active = well fitted inhibition curve with a large enough effect; inconclusive = small, poorly fitted or top-dose-only effect; inactive = no such curve, though single readings can be large or run the other way; note: 0% is about no effect; nearly all actives have a fitted effect of over 70% in size
Target sequence (Q9UGL1 whole entry, looked up): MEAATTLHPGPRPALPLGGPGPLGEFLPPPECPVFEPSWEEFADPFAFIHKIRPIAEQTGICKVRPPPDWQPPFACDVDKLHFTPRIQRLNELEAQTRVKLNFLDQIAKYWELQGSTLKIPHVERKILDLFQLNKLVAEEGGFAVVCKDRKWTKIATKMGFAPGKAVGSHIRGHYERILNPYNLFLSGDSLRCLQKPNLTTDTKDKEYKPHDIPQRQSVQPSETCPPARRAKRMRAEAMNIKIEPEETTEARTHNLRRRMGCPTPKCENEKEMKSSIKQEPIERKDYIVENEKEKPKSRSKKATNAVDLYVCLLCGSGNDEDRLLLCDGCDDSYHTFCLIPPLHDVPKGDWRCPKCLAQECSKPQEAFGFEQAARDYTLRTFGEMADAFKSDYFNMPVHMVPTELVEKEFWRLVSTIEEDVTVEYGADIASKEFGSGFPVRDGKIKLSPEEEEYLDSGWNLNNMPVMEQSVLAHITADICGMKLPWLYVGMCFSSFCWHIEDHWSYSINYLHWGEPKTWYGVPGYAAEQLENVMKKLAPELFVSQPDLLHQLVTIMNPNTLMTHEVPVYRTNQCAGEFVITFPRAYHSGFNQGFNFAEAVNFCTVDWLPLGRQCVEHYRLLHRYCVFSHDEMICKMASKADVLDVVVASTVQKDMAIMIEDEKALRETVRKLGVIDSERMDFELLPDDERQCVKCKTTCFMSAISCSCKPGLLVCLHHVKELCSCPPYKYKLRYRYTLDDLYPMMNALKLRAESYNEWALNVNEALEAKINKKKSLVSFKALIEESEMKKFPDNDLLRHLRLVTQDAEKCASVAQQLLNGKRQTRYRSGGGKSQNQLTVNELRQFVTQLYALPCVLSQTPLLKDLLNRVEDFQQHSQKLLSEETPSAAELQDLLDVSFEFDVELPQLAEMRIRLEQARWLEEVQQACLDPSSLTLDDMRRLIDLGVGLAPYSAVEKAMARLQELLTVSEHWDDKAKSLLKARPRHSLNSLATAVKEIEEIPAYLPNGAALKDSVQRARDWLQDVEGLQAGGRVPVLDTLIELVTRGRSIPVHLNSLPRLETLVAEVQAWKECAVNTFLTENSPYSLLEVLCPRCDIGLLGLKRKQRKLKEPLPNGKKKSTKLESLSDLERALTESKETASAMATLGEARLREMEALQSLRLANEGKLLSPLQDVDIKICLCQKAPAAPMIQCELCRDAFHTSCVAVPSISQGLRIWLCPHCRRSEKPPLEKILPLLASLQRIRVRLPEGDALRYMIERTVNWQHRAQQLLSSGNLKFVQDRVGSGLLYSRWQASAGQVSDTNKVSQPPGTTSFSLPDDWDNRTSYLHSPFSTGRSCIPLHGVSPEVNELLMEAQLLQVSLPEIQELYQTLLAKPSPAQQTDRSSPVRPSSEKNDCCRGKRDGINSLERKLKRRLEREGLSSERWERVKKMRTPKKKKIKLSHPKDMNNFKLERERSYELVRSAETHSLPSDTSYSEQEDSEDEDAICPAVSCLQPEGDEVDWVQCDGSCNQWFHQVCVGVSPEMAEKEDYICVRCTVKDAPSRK
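Measured: NADH fluorescence change, 30 min, RT. System: KDM5BΔAP 200 nM final, H3K4me3 peptide, α-KG, Fe(II), ascorbate, NAD⁺ plus FDH, pH 7.5 HEPES. Compounds: titrated, 10 min pre-incubation with enzyme.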
The depositor's hits bear a star; ? = inconclusive; [ ] = another dose, or the depositor's remark. Potency is the fitted concentration of half-maximal effect. This is a subset, so the mix of outcomes need not match the whole.

canonical_smiles | KDM5B inhibitor
N#Cc1cccc(CSc2nnnn2-c2cccc(F)c2)c1 | 10.9%
COc1ccc(Br)c(C(=O)Nc2cccc(S(=O)(=O)N3CCOCC3)c2)c1 | -0.6%
CCOC(=O)c1ccc(OC(=O)c2cn(-c3ccc(C)cc3)c(=O)c3ccccc23)cc1 | ?
COc1ccc(-c2nc3c(c(-c4ccccc4)n2)CN(C(=O)c2ccccc2F)CC3)cc1 | 21.5%
O=C(CN1C(=O)NC2(CCCCC2)C1=O)Nc1ccc2c(c1)OCCO2 | -17.6%
CCN(CC(=O)NCc1ccc(Cl)cc1)C(=O)/C=C/c1cc(OC)c(OC)c(OC)c1 | ?
Cc1ccc(N(CN2C(=O)C3C4CCC(C4)C3C2=O)C(=O)c2ccco2)cc1 (centres undefined) | 13.9%
O=CN1CCN(C(=O)CCn2c(-c3ccccc3)cc3ccccc32)CC1 | ?

(more compounds)
canonical_smiles | KDM5B inhibitor
Cc1cnc(C(=O)NCC2Cn3cccc3C(=O)N2C)cn1 (centres undefined) | 4.4%
O=C(Cc1cccnc1)N1CCCC(c2ccccc2)(c2ccccc2)C1 | -4.8%
CCOC(=O)c1c(NC(=O)c2ccc(S(=O)(=O)N(CCOC)CCOC)cc2)sc2c1CC(C)(C)NC2(C)C | -5.3%
COc1ccc(C(=O)c2oc3ccccc3c2NC(=O)c2ccc(F)cc2)cc1 | 2.5%
COc1ccc(-c2c(C)c3ccc(OC(C)=O)c(C)c3oc2=O)cc1 | ?
CCCCN(CC)CCCNC(=O)Cn1nc(CC)n2c(cc3sccc32)c1=O | -12.4%
O=C(c1cccc(F)c1)N1CCCCCC1c1nnc(-c2ccccc2)o1 (centres undefined) | -15.9%
O=C(O)c1cc(-c2ccccc2)nc2ccc(F)cc12 | ?

Following part:
canonical_smiles | KDM5B inhibitor
CCCCn1c(N)c(N(CC)C(=O)c2cc(-c3ccc(OC)cc3)nc3ccccc23)c(=O)[nH]c1=O | -9.3%
O=C(C1CC1)N1CCC(Oc2cccnc2)C1 (centres undefined) | -11.7%
COCCn1c(SCC(=O)c2c(N)n(C3CC3)c(=O)[nH]c2=O)nnc1-c1cccc(C)c1 | 37.2%[activator]
Cc1cc(C)cc(NC(=O)CNc2nc(Nc3ccccc3)nc(Nc3ccccc3)n2)c1 | ?
CC(CNC(=O)c1nn(C)c(=O)c2ccccc12)c1ccccc1 (centres undefined) | 14.3%
COc1cc(S(=O)(=O)Nc2ncn[nH]2)ccc1Cl | 0.4%
Cc1ccccc1CN1CCC(CN(Cc2cccnc2)C(=O)CN2CCOC2=O)CC1 | 11.1%
Cc1ccccc1-c1nc2ccc3ccccc3c2c2c1CCCC2 | ?

Additional structures follow.
canonical_smiles | KDM5B inhibitor
Cc1nc(CCNC(=O)N(C)Cc2ccc3c(c2)OCO3)cs1 | 15.2%
COc1cc(C)c(NC(=O)C(C)Oc2ccc(F)cc2)cc1OC (centres undefined) | -8.7%
COc1cc(-c2nc3sccn3c2Nc2c(C)cccc2C)ccc1O | ?
COc1cc(CN2CCCCC23Cc2ccccc2CNC3=O)ccc1F (centres undefined) | -16.5%[115 µM]
CCOc1ccccc1CNC(=O)Cn1ncn2nc(-c3cccs3)cc2c1=O | 6.3%
O=C(Cc1n[nH]c(=O)c2ccccc12)NCc1ccccc1CN1CCCC1 | 6.6%
COc1ccc(-n2nnc(C(=O)Nc3ccccc3C(F)(F)F)c2N)cc1 | 21.9%
COc1cc(CC(=O)NC2CCCc3ccccc32)cc(OC)c1OC (centres undefined) | 13.4%

Following part.
canonical_smiles | KDM5B inhibitor
CNCc1cc(Br)c(OCc2ccccc2)c(OC)c1 | -0.3%
O=C(NCc1ccccc1)c1ccc(-c2ccccc2)s1 | -17.1%
CCOC(=O)c1noc2nc(C)n(CC(=O)Nc3cc(OC)ccc3OC)c(=O)c12 | 8.3%
CCC(=O)N1Cc2ccccc2CC2(CCN(CCc3ccc(C)cc3)CC2)C1 | 0.3%[115 µM]
CCN(CC)S(=O)(=O)c1ccc(=O)n(Cc2ncc(-c3ccccc3)o2)c1 | 17.3%
COC1CCOC2(CCN(C(=O)CCCc3ccccc3)CC2)C1 (centres undefined) | 1.6%
Cc1ccccc1-c1nc(CS(=O)(=O)CC(=O)Nc2c(C)cccc2C)c(C)o1 | ?
O=C(O)c1ccc2cc(C(=O)O)[nH]c2c1 | ?

Additional entries:
canonical_smiles | KDM5B inhibitor
CC(C)(C)C(=O)NC1CC(=O)N(c2ccc3c(c2)OCCO3)C1 (centres undefined) | -1.7%
Cc1cccc(NC(=O)c2cnn(-c3ccccc3)c2-n2cccc2)c1C | ?
Cc1cccc(C(=O)N2C(C(=O)NCC3CCCO3)COC23CCN(C(=O)C(C)(C)C)CC3)c1 (centres undefined) | -8.8%
Cn1c(SCc2ccccc2)nc(N)c(N=O)c1=O | -23.3%
COc1ccc(C)cc1N(C)C(=O)c1c2c(nc3ccccc13)C(=O)N(C1CCCCC1)C2 | -5.8%
COc1ccc(C(=O)NCC(c2cccnc2)N2CCc3ccccc32)cc1 (centres undefined) | ?
COc1ccc(C2=NS(=O)(=O)N(C)C(C(=O)N3CCN(C)CC3)=C2)cc1OC | -4.1%
Cc1ncccc1C(=O)N1CC[C@@H]2CN(S(C)(=O)=O)[C@@H]2C1 | -15.0%

Four of these compounds in a different format.
Cc1cccc(C(=O)N2C(C(=O)NCC3CCCO3)COC23CCN(C(=O)C(C)(C)C)CC3)c1 (centres undefined)
- KDM5B inhibitor: -8.8%
Cn1c(SCc2ccccc2)nc(N)c(N=O)c1=O
- KDM5B inhibitor: -23.3%
COc1ccc(C)cc1N(C)C(=O)c1c2c(nc3ccccc13)C(=O)N(C1CCCCC1)C2
- KDM5B inhibitor: -5.8%
COc1ccc(C(=O)NCC(c2cccnc2)N2CCc3ccccc32)cc1 (centres undefined)
- KDM5B inhibitor: ?

Next part.
canonical_smiles | KDM5B inhibitor
Cc1cc(C)n(CC(=O)N[C@@H]2CN(C)C[C@H]2CN(C)C)n1 | -15.3%
Cc1[nH]c(C)c(S(=O)(=O)NCCC(=O)NCc2ccccc2Cl)c1C(=O)N1CCCCC1 | 16.5%
O=C(Nc1ccc(F)cc1F)N1CC(c2nnc(-c3ccncc3)o2)C2(CCOCC2)C1 (centres undefined) | 8.7%
CC(Sc1ccccn1)C(=O)NN=C1CCCCC1 (centres undefined) | 21.7%
COc1ccc(CCNC(=O)Cc2c(C)nn(C)c2C)cc1OC | 20.7%
COc1ccc(S(=O)(=O)Nc2ccc(CCc3nc4ccccc4n3C)cc2)cc1 | 4.7%
CN1CCCCC(CC(=O)NCCc2ccccc2)C1=O (centres undefined) | -2.7%
COc1ccccc1-c1ccccc1CN1CCC(C)(NC(C)=O)C1 (centres undefined) | ?

Next part
canonical_smiles | KDM5B inhibitor
CC1=C[C@@H](CN2CCN(CCO)CC2)[C@H](C(C)C)C[C@H]1Cc1nnc(C)o1 | 7.4%[86.2 µM]
CC(C)c1ccc(NC(=O)Cn2cc(S(=O)(=O)N3CCN(c4ccccc4F)CC3)c3ccccc3c2=O)cc1 | -22.1%
COc1cccc(NC(=O)NC2CCN(CC(=O)Nc3ccccc3[N+](=O)[O-])CC2)c1 | -10.0%
CCC/C(=N/NC(=O)C(C)(C)O)c1ccccc1 | 54.5%[activator]
O=C(CCc1ccccc1)C(=O)N1CCCN2CCC[C@H]2C1 | -6.0%
O=C(c1ccc(C(F)(F)F)cc1)N1CCN(c2nc3ncccc3o2)CC1 | -20.9%
COc1ccc(Cl)cc1NC(=O)c1cc(S(=O)(=O)N2CCc3ccccc32)cn1C | ?
O=C(Nc1ccc(Br)cc1)C1CCN(c2ncccn2)CC1 | ?

(listing goes on)
canonical_smiles | KDM5B inhibitor
O=C1NN=C(c2ccncc2)C12CCN([S+](=O)([O-])c1cccc(C(F)(F)F)c1)CC2 | 3.7%
CCOC(=O)c1ccc(NCc2c(Cl)cccc2Cl)cc1 | 2.1%
COc1cc(/C=C2/C(=O)N(c3ccc(C(=O)O)cc3)N=C2C)cc(OC)c1O | -27.6%
CCc1cccc(C)c1NC(=O)Cn1nc(C(=O)O)c2ccccc2c1=O | -24.5%
CC(C)CN1CC2(C1)C(=O)N(Cc1ccccc1F)C(=O)[C@@H]1C[C@@H](O)CN12 | 1.6%[86.2 µM]
CNS(=O)(=O)c1ccc(C)c(C(=O)NCC2(c3ccccc3)CC2)c1 | 19.1%
CCOC(=O)c1noc2ncnc(N3CCN(c4cccc(Cl)c4)CC3)c12 | 0.4%
COc1cccc(C(=O)NC(=O)Nc2ccc(-c3cc(C(F)(F)F)nn3-c3ccccc3)cc2)c1 | -19.2%

Further entries follow:
canonical_smiles | KDM5B inhibitor
CC(CCc1ccccc1)NC(=O)C1CC1 (centres undefined) | 2.6%
COc1ccccc1CN1C(=O)COC[C@@H]1[C@H](O)c1ccc(NC(=O)c2cccnc2)cc1 | 22.9%
Cc1nn(C)c2c1c(C(F)(F)F)cc(=O)n2Cc1cccc(Br)c1 | ?
c1ccc(Cn2cc(CN3CCCC3)c(-c3ccc4c(c3)OCO4)n2)cc1 | ?
COc1ccc(OC)c(NC(=O)Nc2ccc(CN3CCOCC3)cc2)c1 | 19.5%
O=C(CC1=C2CCCCC2NC1=O)NCCc1c[nH]c2ccccc12 (centres undefined) | 15.3%
CCOc1ccc(-c2nc(-c3ccccc3)c(-c3ccccc3)[nH]2)cc1OCC | ?
CCN(CC)C(=O)N1CC(Oc2cccc(-c3nc(C)no3)c2)C1 | 3.0%

2 of these compounds, set out differently:
KDM5B inhibitor	Structure
?	CCOc1ccc(-c2nc(-c3ccccc3)c(-c3ccccc3)[nH]2)cc1OCC
3.0%	CCN(CC)C(=O)N1CC(Oc2cccc(-c3nc(C)no3)c2)C1

The listing continues.
canonical_smiles | KDM5B inhibitor
O=C(CSc1nnnn1C1CCCCC1)N1CCN(C(=O)C2COc3ccccc3O2)CC1 (centres undefined) | 8.8%
O=C(NCCc1ccc(F)cc1)C(=O)NCC(c1ccco1)S(=O)(=O)c1ccccc1 (centres undefined) | 2.1%
CCNC(=O)O[C@@H]1CC[C@]2(C)C(CC[C@@H](O)[C@H]2CC(=O)NCc2cc(F)cc(F)c2)[C@]1(C)CO (some centres undefined) | -7.6%
CCN1C(=O)C(Cc2c(OC)cc(OC)cc2OC)c2ccccc21 (centres undefined) | -10.3%
C=C(C)C[C@H]1CC=C[C@H](CC(=C)C)N1 | 17.8%
CC(NC(=O)CCSc1nc(Cl)nc2nc[nH]c12)c1ccccc1 (centres undefined) | 12.8%
CCN(CC)S(=O)(=O)c1ccc(N2CCCC2)c(NC(=O)Cc2ccccc2C)c1 | 9.7%
CC(c1ccccc1)n1cc2c(c1-c1ccccc1Br)c(=O)n(C)c(=O)n2C (centres undefined) | ?

More structures:
canonical_smiles | KDM5B inhibitor
O=C(C1CCCC1)N1CCC(n2cnnc2C2CC2)CC1 | 8.9%
Cc1cc(C)nc(NS(=O)(=O)c2ccc(NC(=O)CCC(=O)O)cc2)n1 | 8.2%
COc1ccc(Br)cc1CNC(=O)CCCn1c(=O)c2cccn2c2ccccc21 | ?
c1ccc(OCc2nc(-c3ccc4c(c3)OCCCO4)cs2)cc1 | 4.2%
CCCN1CCN(C(=O)CC2CCN(C(=O)c3ccc4nc(-c5ccc(C)cc5)oc4c3)CC2)CC1 | ?
CCOC(=O)c1cccc(NC(=O)C2CCN(S(=O)(=O)c3ccc4c(c3)oc(=O)n4C)CC2)c1 | -20.7%
S=c1sc2c(s1)SCCCS2 | 3.7%
CCCCCCC(C)NC(=O)Cc1cccs1 (centres undefined) | 3.6%

The list continues.
canonical_smiles | KDM5B inhibitor
Cc1ccccc1N1CC(c2nc3ccccc3n2CCC2CCCCC2)CC1=O (centres undefined) | -22.4%
O=C(c1ccccc1)N1C[C@@H](F)[C@@H](OCc2nc3ccc(C(F)(F)F)cc3[nH]2)C1 | -6.5%[86.2 µM]
CCC1CCCCN1C(=O)C(=O)c1cn(CC(=O)N(CC)CC)c2ccccc12 (centres undefined) | 14.9%
O=C(O)CC/C(=N\Nc1ccc(Cl)cc1)c1cccs1 | ?
Cc1ccc2nc(COCC(=O)N[C@H]3CC[C@@H]4CCC[C@@H]43)[nH]c2c1 | -12.3%
Cc1nn(CC(=O)Nc2ccc3c(c2)nc(CN2CCCC2)n3C)c(=O)c2ccccc12 | 24.2%
O=C(CC1C(=O)OCCN1Cc1ccccc1)Nc1ccc(Cl)cc1Cl (centres undefined) | -20.5%
CCn1ccc(C(=O)N2C[C@@H](COCC3CC3)[C@H](c3nc(C)no3)C2)n1 | 16.4%

(listing goes on)
canonical_smiles | KDM5B inhibitor
Cc1cccc(-c2noc(CN(C)C(=O)COc3ccc(Cl)cc3C)n2)c1 | 9.6%
C#CCN1CCC(C(=O)NCCN2CCCCC2)CC1 | -25.3%
CN(Cc1ccccc1)Cc1cc(C[C@@H]2CC[C@H](O)[C@@H](CNC(=O)Nc3ccccc3)O2)no1 | 7.6%
Cc1cccc(NC(=O)N2CCC(N3CCN(Cc4ccccc4)C(=O)C3=O)CC2)c1C | -11.8%
CCc1ccc(C(=O)c2cn(CC(=O)Nc3ccc4c(c3)OCO4)c3ccc(F)cc3c2=O)cc1 | ?
Cc1ccc(N2C(=O)N[C@@H]3CCN(S(=O)(=O)c4ccc(Cl)cc4)[C@@H]3C2=O)cc1 | -4.9%[86.2 µM]
COc1ccc(C(=O)N2CCCC(N3CCN(c4ccc(F)cc4)CC3)C2)o1 (centres undefined) | ?
C=CCOc1cccc(NC(=O)c2ccc(OCC)cc2)c1 | 10.7%
CC(C)C1c2nccn2CCCN1C(=O)c1ccc(Cn2cncn2)o1 (centres undefined) | 16.5%
